Tb PFK inh: qHTS Assay to Find Inhibitors of T. brucei phosphofructokinase; ATP-dependent 6-phosphofructokinase (Trypanosoma brucei brucei), O15648; T. brucei PFK, ADP-Glo luminescence; Potency, µM (series often up to 57.5 µM), for the others: top-dose activity, negative = inhibition, actives largely listed as inhibitors; 330,000 tested, 0.17% active; AID 485367, 2010;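 further: potency means the concentration at half of the fitted maximal effect; 0% = uninhibited 1x PFK enzyme wells and -100% = no-enzyme wells; nearly all actives have a fitted effect of over 60% in size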
Target sequence (O15648 whole entry, looked up): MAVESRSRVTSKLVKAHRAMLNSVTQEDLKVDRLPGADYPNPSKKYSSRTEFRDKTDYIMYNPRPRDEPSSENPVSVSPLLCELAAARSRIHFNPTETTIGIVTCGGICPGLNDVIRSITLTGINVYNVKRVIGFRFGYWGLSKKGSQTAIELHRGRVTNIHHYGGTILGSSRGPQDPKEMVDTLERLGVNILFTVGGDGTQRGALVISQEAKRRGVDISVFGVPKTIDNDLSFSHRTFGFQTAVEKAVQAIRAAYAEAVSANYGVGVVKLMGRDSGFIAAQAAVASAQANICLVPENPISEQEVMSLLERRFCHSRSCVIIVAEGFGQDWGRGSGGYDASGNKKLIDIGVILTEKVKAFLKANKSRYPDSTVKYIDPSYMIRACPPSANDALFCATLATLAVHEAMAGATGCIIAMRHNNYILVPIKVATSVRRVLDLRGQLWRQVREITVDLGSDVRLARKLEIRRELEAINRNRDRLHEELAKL
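ADP-Glo luminescence quantified ADP after 45 min at room temperature, with 1.25 nM T. brucei PFK, 0.1 mM ATP and 0.5 mM fructose-6-phosphate in pH 8.0 TEA buffer. qHTS titrations up to 57 µM; curves classified by quality.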
NPC1 promoter act: qHTS Assay for NPC1 Promoter Activators | Huh7 NPC1 promoter luciferase reporter, 24 h | 320,000 tested, 2.4% active | AID 485313, 2010 | Potency, µM (top dose mostly 9.22 µM), for inactives: top-dose activation, most hits filed as activators;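 further: potency means the concentration at half of the fitted maximal effect; % of control where 0% means no effect; nearly all actives have a fitted effect of over 60% in size; reporter is driven by a mutant NPC1 promoter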
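Luminescence from an NPC1 promoter-driven luciferase reporter in stably transfected Huh7 cells was measured after 24 h compound treatment at 37 °C, followed by 10 min ambient incubation with luciferase detection reagent.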
RORgamma inh: qHTS for inhibitors of ROR gamma transcriptional activity; Drosophila S2 Gal4-RORgamma UAS-luciferase reporter, 20 h; Potency, µM (doses to about 53.6 µM), without a hit: top-dose activity change, negative = inhibition, actives largely listed as inhibitors; 310,000 tested, 5.4% active; further: potency means the concentration at half of the fitted maximal effect; on the % scale 0 is the no-effect control and ±100 the full control effect; nearly all actives have a fitted effect of over 60% in size
Target sequence (P51450 whole entry, looked up, the tested form may be a part): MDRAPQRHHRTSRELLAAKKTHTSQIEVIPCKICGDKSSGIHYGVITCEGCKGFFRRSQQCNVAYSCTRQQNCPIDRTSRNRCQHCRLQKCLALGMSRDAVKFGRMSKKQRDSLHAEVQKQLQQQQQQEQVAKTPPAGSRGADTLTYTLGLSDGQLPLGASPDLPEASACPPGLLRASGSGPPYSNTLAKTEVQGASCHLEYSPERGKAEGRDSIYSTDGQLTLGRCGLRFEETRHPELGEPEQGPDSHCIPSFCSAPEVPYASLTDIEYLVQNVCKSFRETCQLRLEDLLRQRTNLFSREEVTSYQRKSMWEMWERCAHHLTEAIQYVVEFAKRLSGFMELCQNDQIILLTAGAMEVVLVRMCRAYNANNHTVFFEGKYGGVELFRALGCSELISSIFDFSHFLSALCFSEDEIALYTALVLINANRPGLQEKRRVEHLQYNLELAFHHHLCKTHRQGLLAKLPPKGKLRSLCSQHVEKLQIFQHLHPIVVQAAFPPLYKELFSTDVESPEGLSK
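ROR gamma transcriptional activity was tracked as Gal4-UAS luciferase output in stably transfected Drosophila Schneider cells, with compound added 1 hr before 700 uM copper sulfate induction and a 20 hr ambient-temperature incubation.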
FLuc counter: qHTS profiling assay for firefly luciferase inhibitor/activator using purifed enzyme and Km concentrations of substrates (counterscreen for miR-21 project); AID 588342, 2011; Luciferin 4-monooxygenase (Photinus pyralis), P08659; Potency, µM (top dose mostly 57.5 µM), for the others: at the top dose activity change, negative = inhibition, most hits filed as inhibitors; 360,000 tested, 6.9% active; purified FLuc, Km substrates, luminescence inhibition;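 further: potency means the concentration at half of the fitted maximal effect; plate controls were vehicle for no effect and reference inhibitor for full effect; nearly all actives have a fitted effect of over 55% in size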
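Purified P. pyralis luciferase (10nM final) with 10uM D-luciferin and 10uM ATP (Km levels) in 50mM Tris acetate pH 7.5, 10mM Mg acetate, 0.01% Tween-20, 0.05% BSA; qHTS 6-point titration, ~60 µM downward; luminescence read.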
Rab9 promoter act: qHTS Assay for Rab9 Promoter Activators | Huh7 Rab9 promoter-luciferase reporter, luminescence, 24 h | Potency, µM (doses to about 9.22 µM), inactives show at the top dose activation, negative = inhibition, actives largely listed as activators | 320,000 tested, 2.8% active | AID 485297, 2010; further: potency means the concentration at half of the fitted maximal effect; % of control where 0% means no effect; nearly all actives have a fitted effect of over 60% in size
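Using Huh7 cells stably transfected with Rab9 promoter–luciferase, compounds were incubated 24 h at 37 °C, 5% CO2; luciferase luminescence was read 10 min after reagent addition.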
BRCA1 expr act: qHTS Assay to Identify Small Molecule Activators of BRCA1 Expression | MCF7-BRCA1-FFLuc reporter, luminescence, 48 h; response scale: scaled: vehicle 0%, 10 µM genistein 100% | Potency, µM (titrated, usually from 46.1 µM), without a hit: at the highest dose activation, usual class: activators | 380,000 tested, 1.1% active | AID 624202, 2012; further: potency means the concentration at half of the fitted maximal effect; nearly all actives have a fitted effect of over 80% in size; some results filed as inactive show a strong effect at the top dose
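Luminescence from a BRCA1-driven firefly luciferase in MCF7 cells was read after 48 h compound exposure at 37 C. Data normalized against DMSO and a 10microM genistein activation control, then curve-fitted across the titration.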
ELG1 DNA repair: qHTS screen for small molecules that inhibit ELG1-dependent DNA repair in human embryonic kidney (HEK293T) cells expressing luciferase-tagged ELG1; HEK293T ELG1-luciferase reporter, luminescence, 16 h; DNA damage induced by 5-fluorouridine; Potency, µM (top dose mostly 46.1 µM), for the others: at the top dose activity change, negative = inhibition, hits mostly inhibitors; 330,000 tested, 2.3% active; AID 504467, 2011; further: potency means the concentration at half of the fitted maximal effect; on the % scale 0 is the no-effect control and ±100 the full control effect; nearly all actives have a fitted effect of over 55% in size
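Cells (2,000 per well) received 5-fluorouridine plus test compound or DMSO and were incubated 16 hr at 37 °C, 5% CO2. Luciferase activity was read by luminescence 30 min after ONE-Glo addition; signal suppression marked inhibition of damage-induced ELG1 function.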
TRPV1 agonist: HTS Assay for Compounds that Act as Agonists of the Vanilloid Receptor 1; 320,000 tested, 0.19% active; TRPV1-expressing cells, Fluo-8 calcium influx, agonist mode; activation, % at 8.33 µM; in the data active means activation above about 80%; inconclusive means between about 30% and that limit; further: 0% is about no effect
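Cells expressing TRPV1 were dye-loaded with Fluo-8 and read kinetically: 10 s baseline, 3 min after compound (agonist portion), then 2 min after EC20 capsaicin (allosteric enhancer portion). Calcium-bound dye fluorescence at 480/520 nm.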
p53 reactivation: qHTS assay for re-activators of p53 using a Luc reporter | H1299 p53-A138V BP100-luciferase reporter, luminescence, 24 h | Potency, µM (titrated, usually from 92.2 µM), for the others: at the top dose activity change, positive = activation, usual class: activators | 320,000 tested, 0.063% active; further: potency means the concentration at half of the fitted maximal effect; % of control where 0% means no effect; nearly all actives have a fitted effect of over 45% in size
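p53-null H1299 cells stably carrying temperature-sensitive p53-A138V and a BP100-luciferase reporter were pinned with compounds (4-point, 1:5 series) and held 24 hrs at 37 deg C. Luminescence was read 10 min after detection reagent.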
ELG1 genotoxic: qHTS screen for small molecules that induce genotoxicity in human embryonic kidney (HEK293T) cells expressing luciferase-tagged ELG1 | HEK293T ELG1-luciferase reporter, luminescence, 16 h | Potency, µM (doses to about 46 µM), for inactives: at the highest dose activity change, positive = activation, actives largely listed as activators | 330,000 tested, 1.3% active; further: potency means the concentration at half of the fitted maximal effect; % of control where 0% means no effect; nearly all actives have a fitted effect of over 60% in size
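HEK293T cells expressing luciferase-tagged ELG1 were exposed to compound or DMSO vehicle for 16 hr at 37 °C and 5% CO2. Luciferase activity was then measured with ONE-Glo after 30 min at room temperature.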
VP16 counter: VP16 counterscreen qHTS for inhibitors of ROR gamma transcriptional activity | Drosophila S2 Gal4-VP16 UAS-luciferase, luminescence, 20 h | Potency, µM (highest dose often 53.6 µM), for the others: at the highest dose activity, negative = inhibition, actives largely listed as inhibitors | 310,000 tested, 3.5% active;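 further: Gal4-VP16 expression switched on by copper sulfate through the metallothionein promoter; potency means the concentration at half of the fitted maximal effect; on the % scale 0 is the no-effect control and ±100 the full control effect; nearly all actives have a fitted effect of over 50% in size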
Active calls of the source: *; ? = inconclusive; nt = no result given; & = joins results of further samples. Unless noted, the call rests on the fitted dose curve; in most records, active means well fitted curve in the direction sought with a large enough effect; inconclusive means small, poorly fitted or top-dose-only effect, or another doubt; inactive means no such curve, though single readings can be large; an effect the other way counts as inactive or inconclusive.

entry	mol	Tb PFK inh	NPC1 promoter act	RORgamma inh	FLuc counter	Rab9 promoter act	BRCA1 expr act	ELG1 DNA repair	TRPV1 agonist	p53 reactivation	ELG1 genotoxic	VP16 counter
1	COc1cc2c(cc1OC)C1(CCCC1)CNC2c1cccc([N+](=O)[O-])c1 (centres undefined)	-3%	4%	-35%	5%	-7%	0%	-10%	7	8%	-6%	-9%
2	COc1ccc(Cc2nc(-c3ccc(Br)cc3)no2)cc1	1%	12%	16%	?	-3%	98%	?	16	?	6%	3%
3	Cc1nc2sccn2c(=O)c1S(=O)(=O)NCc1ccccc1	1%	-3%	-13%	1%&4%	4%	-5%	7%	7	nt	3%	-1%
4	CSCC[C@H](N)C(=O)N1CCC(C(=O)N[C@H](C(=O)NCc2ccccc2F)C(C)C)CC1	-3%	0%	-18%	0%	-4%	1%	-14%	1	8%	-2%	-7%
5	CC(Sc1ccccc1)C(=O)N1CCN(S(=O)(=O)c2ccc(Cl)cc2)CC1 (centres undefined)	8%	1%	1%	-1%	-2%	-13%	9%	?	-3%	-13%	8%
6	CN(CCNC(=O)c1ccc(/C=N/O)nc1)Cc1ccccc1	0%	-3%	15%	-2%	0%	-21%	11%	3	?	0%	-3%
7	O=C(Nc1nccs1)c1ccc(Cl)c(S(=O)(=O)N2CCOCC2)c1	-1%	-2%	16µM*	-17%	0%	8%	21µM*	19	17%	-18%	?
8	COc1cccc(C(C(=O)NC(C)(C)C)N(CC(C)C)C(=O)CCC(=O)Nc2cc(C)on2)c1OC (centres undefined)	0%	-6%	13%	-1%	-1%	-18%	1%	1	0%	-1%	-4%
9	CCN(CC)C(=O)CSc1nnc(-c2ccncc2)n1N	-6%	0%	8%	0%	-10%	2%	-1%	2	-3%	0%	1%
10	CCOC(=O)C1CCN(c2c(NCc3ccc(C(=O)NCCOC)cc3)c(=O)c2=O)CC1	0%	-2%	-22%	-1%	-4%	-10%	0%	-2	4%	-7%	9%
11	O=c1c2ccccc2[nH]c(=S)n1-c1cccc(S(=O)(=O)N2CCCC2)c1	0%	0%	3.2µM*	3%	-1%	-8%	-19%	3	-2%	5%	?
12	CCC(CC)C(=O)N1CCN(Cc2ccc3c(c2)OCO3)CC1	-2%	-1%	28%	-1%	-2%	5%	-19%	1	0%	-2%	4%
13	CCc1cc(Cn2nc(-c3ccccc3)cc2C(=O)NCc2ccc(C)cc2)on1	-7%	1%	nt	-1%	-4%	-6%	-3%	?	-7%	0%	nt
14	COC(=O)c1cc(C(=O)OCC(=O)NC2CCCC2)cc([N+](=O)[O-])c1	3%	0%	-32%	-1%	0%	11%	13%	3	-5%	0%	3%
15	O=C(N/N=C/c1cccs1)c1cncc(Br)c1	5%	-4%	1µM*	3%	-8%	-15%	-17%	1	-2%	-4%	2µM*
16	O=C1CCC(C(=O)N2CCCC(C(=O)c3ccc4c5c(cccc35)CC4)C2)=NN1 (centres undefined)	3%	-4%	-5%	-15%	-7%	-23%	?	18	-1%	-5%	-4%
17	O=C(CSc1ncnc2c1oc1ccccc12)Nc1cccc(Cl)c1	-10%	-5%	40%	?	1%	-27%	5%	0	26%	-1%	8%
18	Cc1noc(C)c1COC(=O)c1ccc(F)c(S(=O)(=O)N2CCOCC2)c1	-1%	-1%	nt	3%	3%	4%	-3%	0	4%	1%	nt
19	CC(C)CC(=O)NC(=S)Nc1ccc(S(=O)(=O)Nc2nccs2)cc1	-2%	-4%	10%	0%	3%	0%	2%	-3	-12%	3%	-12%
20	COCC(=O)N/N=C/c1ccc(Sc2nc3ccccc3s2)o1	-1%	0%	2%	-17%	-6%	-15%	-2%	1	7%	-1%	-10%

The list goes on:
entry	mol	Tb PFK inh	NPC1 promoter act	RORgamma inh	FLuc counter	Rab9 promoter act	BRCA1 expr act	ELG1 DNA repair	TRPV1 agonist	p53 reactivation	ELG1 genotoxic	VP16 counter
21	Cc1ccc(C(=O)O/N=C(\N)Cc2ccc([N+](=O)[O-])cc2)c(Cl)c1	-6%	-3%	-22%	21µM*	-1%	1%	?	29	-9%	4%	-17%
22	COc1ccc(C(=O)NCCc2ccccc2)cc1OC	0%	?	15%	?	4µM*	54%	?	1	?	17%	26%
23	CC(C)OCC(O)CN1CCNCC1 (centres undefined)	1%	-5%	-17%	4%	0%	0%	3%	-2	3%	1%	-5%
24	NCC(=O)Nc1ccc(Cl)cc1C(=O)c1ccc[nH]1	5%	-2%	38%	2%	-9%	-54%	?	5	-7%	3%	-5%
25	COc1ccc(C(=O)NC(=S)NC(C)(C)C)cc1Br	0%	29%	2µM*	11µM*	?	11µM*	?	13	22%	9%	7.9µM*
26	CN1CCCC(C(=O)C(C#N)c2ccccc2)C1 (centres undefined)	1%	1%	6%	5%	1%	21%	-7%	-4	-9%	0%	4%
27	O=C(NCc1ccc(Cl)cc1)C1CCC(CNS(=O)(=O)c2ccccc2)CC1 (centres undefined)	0%	-3%	-24%	1%&-1%	-4%	-7%	-19%	8	5%	-2%	-4%
28	CC(=O)Oc1cccc(NC(=O)c2ccc3c(c2)C(=O)N(CC(C)C)C3=O)c1	0%	1%	13%	11µM*	-5%	11%	19%	?	?	?	-3%
29	Cc1nnc2n1N=C(c1ccc(OC(F)F)cc1)C(C)S2 (centres undefined)	-1%	-2%	4%	-3%	-1%	0%	25%	0	-4%	?	10%
30	Cc1cc(C)n2nc(-c3ccc(F)cc3)nc2n1	0%	4µM*	8%	17µM*	?	14%	?	-2	?	?	0%
31	CCC1CCc2sc(C(=O)NCc3ccccn3)cc2C1 (centres undefined)	1%	?	?	15µM*	28%	55%	?	23	?	?	-2%
32	COc1ccc(CCN(C)C(=O)C(CCSC)NC(=O)c2ccco2)cc1OC (centres undefined)	5%	0%	nt	5%	11%	-1%	17%	-2	0%	1%	nt
33	CCN(CC)C(=O)[C@H]1C[C@H](CC(=O)NC(C)(C)C)C(=O)N2CCc3c([nH]c4cc(-c5ccco5)ccc34)[C@]12C	0%	nt	nt	nt	nt	-18%	-28%	nt	-4%	-8%	nt
34	CCOC(=O)CC1COc2ccccc2N1C(=O)c1ccc(F)cc1 (centres undefined)	-3%	1%	6%	-8%	-1%	-12%	7%	19	-2%	-1%	-18%

Part of the list above, reformatted.
(27) O=C(NCc1ccc(Cl)cc1)C1CCC(CNS(=O)(=O)c2ccccc2)CC1 (centres undefined)
  Tb PFK inh: 0%; NPC1 promoter act: -3%; RORgamma inh: -24%; FLuc counter: 1%&-1%; Rab9 promoter act: -4%; BRCA1 expr act: -7%; ELG1 DNA repair: -19%; TRPV1 agonist: 8; p53 reactivation: 5%; ELG1 genotoxic: -2%; VP16 counter: -4%

(28) CC(=O)Oc1cccc(NC(=O)c2ccc3c(c2)C(=O)N(CC(C)C)C3=O)c1
  Tb PFK inh: 0%; NPC1 promoter act: 1%; RORgamma inh: 13%; FLuc counter: 11µM*; Rab9 promoter act: -5%; BRCA1 expr act: 11%; ELG1 DNA repair: 19%; TRPV1 agonist: ?; p53 reactivation: ?; ELG1 genotoxic: ?; VP16 counter: -3%

(29) Cc1nnc2n1N=C(c1ccc(OC(F)F)cc1)C(C)S2 (centres undefined)
  Tb PFK inh: -1%; NPC1 promoter act: -2%; RORgamma inh: 4%; FLuc counter: -3%; Rab9 promoter act: -1%; BRCA1 expr act: 0%; ELG1 DNA repair: 25%; TRPV1 agonist: 0; p53 reactivation: -4%; ELG1 genotoxic: ?; VP16 counter: 10%

(30) Cc1cc(C)n2nc(-c3ccc(F)cc3)nc2n1
  Tb PFK inh: 0%; NPC1 promoter act: 4µM*; RORgamma inh: 8%; FLuc counter: 17µM*; Rab9 promoter act: ?; BRCA1 expr act: 14%; ELG1 DNA repair: ?; TRPV1 agonist: -2; p53 reactivation: ?; ELG1 genotoxic: ?; VP16 counter: 0%

Assay outcomes deposited in PubChem by National Center for Advancing Translational Sciences (NCATS).
